Compound activity: PubChem BioAssay, several laboratories
PPC-1+TRAIL kill – compounds killing PPC-1 cancer cells with TRAIL present, primary screen, TRAIL potentiator project, ATPLite luminescence, uHTS; AID 1443, 2008; PPC-1 cells + TRAIL, ATPLite viability luminescence; 0.41% of 220,000 active; cell killing (% activity), % at 4 µM;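 active means cell killing above 50% in the first pass at 4 µM, then a duplicate retest at 5 µM averaging 50% or more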;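 further: plate controls were cells with TRAIL plus DMSO for no effect and medium-only wells lacking cells for full effect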
CHOP inhibitor – inhibitors of CHOP promoter induction, primary screen, cell-based, unfolded protein response, luciferase reporter. CHO-K1 CHOP-promoter luciferase, tunicamycin-induced, 15-18 h. inhibition, % at 10 µM. 3.8% of 220,000 active. AID 2732, 2010;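 active means compounds that reduced the stress-induced luciferase reporter signal by more than about 70% of percent inhibition, limit read from the data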;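 further: 0% = tunicamycin plus vehicle and 100% = wells without tunicamycin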
EP2 modulator – EP2 receptor modulators, cAMP readout, primary screen, cell-based, HTRF cAMP, PGE2 stimulation; Prostaglandin E2 receptor EP2 subtype (Homo sapiens), P43116; EP2-expressing cells, cAMP HTRF FRET, PGE2 co-stimulation; induction, % at 25 µM; 0.83% of 260,000 active; AID 940, 2007;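 active means compounds whose cAMP rise, as percent of the full-agonist control response, exceeds 60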;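 further: rat C6 glioma line stably carrying human EP2 under a CMV promoter; the protocol text gives 20 µM as final concentration; 100% = response of wells given 1 µM PGE2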
Target sequence (P43116 whole entry, looked up): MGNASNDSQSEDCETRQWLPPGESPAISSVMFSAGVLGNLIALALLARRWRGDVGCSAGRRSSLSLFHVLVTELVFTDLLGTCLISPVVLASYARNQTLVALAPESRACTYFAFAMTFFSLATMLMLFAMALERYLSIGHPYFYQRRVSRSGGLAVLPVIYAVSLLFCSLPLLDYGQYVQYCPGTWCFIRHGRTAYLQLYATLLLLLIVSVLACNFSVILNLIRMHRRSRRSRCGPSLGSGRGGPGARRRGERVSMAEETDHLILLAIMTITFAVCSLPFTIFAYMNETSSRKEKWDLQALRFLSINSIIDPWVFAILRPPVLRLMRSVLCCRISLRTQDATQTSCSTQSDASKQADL
PGE2 EP2 inh – human EP2 receptor antagonists, primary screen, TR-FRET cAMP, C6 glioma cells | Prostaglandin E2 receptor EP2 subtype (Homo sapiens), P43116 | C6 glioma cells expressing human EP2; cells stimulated with saturating PGE2 | inhibition, % at 25 µM | 0.52% of 260,000 active | AID 1422, 2008;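 active means percent inhibition above 40 after rounding to a whole number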;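 further: rat C6 glioma host cells with rolipram phosphodiesterase inhibitor present; the protocol text gives 20 µM as final concentration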
* hit, by the source's call; / = no result given; & = joins results of further samples.

1. COc1ccccc1CN(CCN(C)C)C(=O)Cc1nn(C)c(=O)c2ccccc12
2. CC(=O)N1CCCc2cc(C(O)CN3CC=C(c4ccccc4)CC3)ccc21 (centres undefined)
3. CC(C)(C)c1nc(N2CCOCC2)c2nnn(Cc3ccccc3Cl)c2n1
4. CSCC[C@@H](N)P(C)(=O)O
5. CCC(=Nc1ccc2c(c1)CCC2)c1c(O)n(C)c(=O)n(C)c1=O
6. Cn1cnc(CCN)c1
7. C=CCN1CCC2(C)c3cc(O)ccc3CC1[C@@H]2C (some centres undefined)
8. N[C@@H](CCl)C(=O)O

| Assay by compound | 1 | 2 | 3 | 4 | 5 | 6 | 7 | 8 |
| --- | --- | --- | --- | --- | --- | --- | --- | --- |
| PPC-1+TRAIL kill | / | / | / | / | 22 | / | / | / |
| CHOP inhibitor | / | / | / | / | / | -26 | 10 | -4 |
| EP2 modulator | -15 | -51 | 51 | -11 | / | 20 | 31 | 12 |
| PGE2 EP2 inh | 9 | 1 | 5 | 13 | 6 | 12&9 | 7 | 14&7 |

Single records, as listed above. Values in the order: PPC-1+TRAIL kill	CHOP inhibitor	EP2 modulator	PGE2 EP2 inh
CC(C)(C)c1nc(N2CCOCC2)c2nnn(Cc3ccccc3Cl)c2n1 across the screens: /	/	51	5
Cn1cnc(CCN)c1 across the screens: /	-26	20	12&9
C=CCN1CCC2(C)c3cc(O)ccc3CC1[C@@H]2C (some centres undefined) across the screens: /	10	31	7

The listing picks up; the 2 compounds before the break are reprinted first.
7. C=CCN1CCC2(C)c3cc(O)ccc3CC1[C@@H]2C (some centres undefined)
8. N[C@@H](CCl)C(=O)O
9. C=CCN1CC[C@]23CCCCC2[C@H]1Cc1ccc(O)cc13 (some centres undefined)
10. COc1ccc2c(c1OC)C(=O)O[C@H]2[C@@H]1c2cc3c(cc2CCN1C)OCO3
11. C[C@]12Cc3cn4c(nc3C=C1CCC1C2CC[C@@]2(C)[C@H]1CC[C@@]2(O)C#N)nc1ccccc14 (some centres undefined)
12. c1ccc2c(N3CCNCC3)cccc2c1
13. C[C@]12CC[C@H](O)CC1=CC[C@@H]1[C@@H]2CC[C@]2(C)C(=O)CC[C@@H]12
14. CC(N)Cc1c[nH]c2ccc(O)cc12 (centres undefined)
15. CCCN(CCC)CCc1ccc(O)c(O)c1
16. NC(Cc1ccc(N(CCCl)CCCl)cc1)C(=O)O (centres undefined)

| Assay by compound | 7 | 8 | 9 | 10 | 11 | 12 | 13 | 14 | 15 | 16 |
| --- | --- | --- | --- | --- | --- | --- | --- | --- | --- | --- |
| PPC-1+TRAIL kill | / | / | / | / | / | / | / | / | / | / |
| CHOP inhibitor | 10 | -4 | -3 | 22 | 7 | -11 | -8 | 16 | 2 | -8 |
| EP2 modulator | 31 | 12 | 11 | 6 | -5 | 1 | 14 | 30 | 23 | 2 |
| PGE2 EP2 inh | 7 | 14&7 | 9 | 13 | 12 | 8&6 | 12&11 | 12 | 6 | 11 |

17. C#CCN(C)[C@@H](C)Cc1ccccc1
18. O=S1(=O)N(CCN2CC=C(c3c[nH]c4cc(F)ccc34)CC2)c2cccc3c2N1CCC3
19. CC12CCC3C(CCC4=C(O)C(=O)CCC43C)C1CCC2=O (centres undefined)
20. NCC(O)c1cc(O)c(O)cc1F (centres undefined)
21. CO[C@H]1CC=C2CCN3CCC4=C(CC(=O)OC4)[C@]23C1
22. O=C(O)[C@@H]1CCN1
23. CC(Cc1ccc(OCC(=O)O)cc1)NCC(O)c1cccc(Cl)c1 (centres undefined)
24. C[N+]1(C)CCC(OC(=O)C(c2ccccc2)c2ccccc2)CC1

| Assay by compound | 17 | 18 | 19 | 20 | 21 | 22 | 23 | 24 |
| --- | --- | --- | --- | --- | --- | --- | --- | --- |
| PPC-1+TRAIL kill | / | / | / | / | / | / | / | / |
| CHOP inhibitor | -3 | -7 | -21 | 13 | -9 | 6 | 24 | -7 |
| EP2 modulator | 22 | -21 | 26 | 19 | 15 | 15 | 28 | -3 |
| PGE2 EP2 inh | 10 | 11 | 7 | 18 | 18 | 13 | 9 | 12&8 |

Structures from the list above that contain fluorine (2):
18. O=S1(=O)N(CCN2CC=C(c3c[nH]c4cc(F)ccc34)CC2)c2cccc3c2N1CCC3
20. NCC(O)c1cc(O)c(O)cc1F (centres undefined)

| Assay by compound | 18 | 20 |
| --- | --- | --- |
| PPC-1+TRAIL kill | / | / |
| CHOP inhibitor | -7 | 13 |
| EP2 modulator | -21 | 19 |
| PGE2 EP2 inh | 11 | 18 |

(more compounds)
25. C=CCN1CCC23c4c5ccc(O)c4O[C@H]2C(=O)CC[C@@]3(O)C1C5 (some centres undefined)
26. NC(=O)CI
27. O=C(OC1CCN(CCCl)CC1)C(c1ccccc1)c1ccccc1
28. NC(N)=Nc1ccc2[nH]c3c(c2c1)C[C@@]1(O)[C@H]2Cc4ccc(O)c5c4[C@@]1(CCN2CC1CC1)[C@H]3O5
29. Clc1ccc(N2CC3CCC(C2)N3)nn1
30. CN[C@@H](C)[C@H](O)c1ccccc1
31. COc1ccc2c(c1)[C@@]13CCCC[C@H]1[C@@H](C2)NCC3
32. Cc1nccc2c1[nH]c1ccccc12

| Assay by compound | 25 | 26 | 27 | 28 | 29 | 30 | 31 | 32 |
| --- | --- | --- | --- | --- | --- | --- | --- | --- |
| PPC-1+TRAIL kill | / | / | / | / | / | / | / | / |
| CHOP inhibitor | -1 | -11 | -9 | 10 | 4 | 13 | -7 | 3 |
| EP2 modulator | 13 | -3 | 31 | -2 | 16 | -19 | 7 | -14&1 |
| PGE2 EP2 inh | 9 | 8 | 11 | 14 | 15 | 16 | 11 | 15&12 |

33. C[N+]1(C)C2CC(OC(=O)[C@H](CO)c3ccccc3)CC1C1OC12 (some centres undefined)
34. C/C=C(/C)C(=O)O[C@H]1C(C)=C2[C@H]([C@@H]1OC(=O)CCCCCCC)[C@@](C)(OC(C)=O)C[C@H](OC(=O)CCC)[C@@]1(O)[C@H]2OC(=O)[C@@]1(C)O
35. O=C(O)CC[N+](=O)[O-]
36. O=[N+]([O-])c1ccc(O[C@@H]2O[C@H](CO)[C@@H](O)[C@H](O)[C@H]2F)c([N+](=O)[O-])c1
37. COc1ccc(-n2nc(C(F)(F)F)cc2-c2ccc(Cl)cc2)cc1
38. C[N+]1(C)C2CCC1CC(OC(=O)c1c[nH]c3ccccc13)C2 (centres undefined)
39. NC(CP(=O)(O)O)C(=O)O (centres undefined)
40. C[C@]12CC[C@H](OS(=O)(=O)O)CC1=CC[C@@H]1[C@@H]2CC[C@]2(C)C(=O)CC[C@@H]12

| Assay by compound | 33 | 34 | 35 | 36 | 37 | 38 | 39 | 40 |
| --- | --- | --- | --- | --- | --- | --- | --- | --- |
| PPC-1+TRAIL kill | / | / | / | / | / | / | / | / |
| CHOP inhibitor | -37&-10 | 32 | -66 | 19 | -8 | -4 | -25 | -2 |
| EP2 modulator | 46&7 | -22 | -9&15 | 21 | 36 | -6 | 18 | 17 |
| PGE2 EP2 inh | 7&11 | 24 | 17&11&6 | 9 | 10 | 13 | 12 | 16 |

41. N#CC(C#N)=Cc1ccc(O)c(O)c1
42. CCCN(CCC)C1CCc2ccc(O)cc2C1 (centres undefined)
43. c1ccc(C2CC2)c(OCC2=NCCN2)c1
44. NC(CCP(=O)(O)O)C(=O)O (centres undefined)
45. S=C=Nc1cccc(C2(N3CCCCC3)CCCCC2)c1
46. NN=C(N)N
47. NC(=O)c1cc(N2CC2)c([N+](=O)[O-])cc1[N+](=O)[O-]

| Assay by compound | 41 | 42 | 43 | 44 | 45 | 46 | 47 |
| --- | --- | --- | --- | --- | --- | --- | --- |
| PPC-1+TRAIL kill | / | / | / | / | / | / | / |
| CHOP inhibitor | -3 | 3 | 7 | -2 | -29 | 23&-22 | -32 |
| EP2 modulator | 7 | 27 | 12 | 22 | 15 | -3&12&13 | -1 |
| PGE2 EP2 inh | 13 | 9 | 13 | 10 | 14 | 13&12&8 | 14&11 |

An excerpt (hit frequency here may not be typical).
